# Assay outcomes (PubChem)
# Cneo AK release: Cryptococcus neoformans lysis via adenylate kinase release | C. neoformans lysis, adenylate kinase release luminescence, 4 h; normalised: neutral wells 0, clomiphene wells 100 | actives 0.2% (n = 360,000) | lysis activity, % at 15 µM;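 active = mean lysis activity across replicates of at least 80%, whatever share of replicates individually reach that level; inactive = mean lysis activity below 80%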
#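 Test system: log-phase Cryptococcus neoformans yeast cells; Quantity: yeast cell density of 5 × 10^6 cells/mL; Buffer or medium: YPD; Doses: single compound concentration per well; Timing: 4 h at 37 °C static, read 1 h later; Measured by: AK luminescence; Read-out basis: lysis from increased AK signal; Control set: Clomiphene as positive control.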
# PGC1a acetyl inh: modulators of PGC1a acetylation. actives 0.17% (n = 350,000). U2OS PGC1a acetylation, AlphaScreen anti-acetyl-lysine; with virally co-expressed GCN5 acetyltransferase. inhibition, % at 15.6 µM;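 active = every replicate shows inhibition of at least 40%; inconclusive = mean inhibition at least 40% but some replicate below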;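 also: 0% = neutral control wells and 100% = positive control wells; some results beyond the cut were filed as inactive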
# FN deposition inh: fibronectin deposition inhibition. AH1F fibroblasts, Alexa488-fibronectin deposition fluorescence, overnight. inhibition, % at 12.6 µM. actives 0.086% (n = 350,000). AID 743247;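 active = mean inhibition across replicates of 30% or more, regardless of how many single replicates reach that level; inconclusive = mean under 30% yet at least half of replicates reach 30%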;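 also: positive control wells lacked labelled fibronectin entirely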
#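 Assay system: AH1F fibroblasts assembling fluorescent fibronectin matrix; Amount: 10000 AH1F cells per well; Buffer or medium: DMEM, 2% serum; Probe or stimulus: Alexa488-fibronectin, 24 nM final in well; Doses: single compound dose, delivered by pin transfer; Incubation: 1 h adhesion, overnight exposure; Measured by: fluorescence 485/525 nm; Read-out: fibronectin deposition inhibition.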
# PglD inh: inhibitors of Campylobacter jejuni PglD acetyltransferase | purified PglD enzyme, DTNB colorimetric CoA detection | inhibition, % at 12.5 µM | actives 0.098% (n = 360,000) | AID 602405; in the data active = inhibition above about 16%, passing the limit was not always enough; inconclusive = no clear call, values can overlap the other calls; also: strong numbers were not always called active
# miR122 inh: miR-122 inhibition in Huh7 cells. Huh7 miR-122 Renilla luciferase sensor, 48 h; neutral wells = 0, positive control = 100. activation (reporter increase), % at 12.5 µM. actives 0.3% (n = 340,000). AID 602342;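 active = mean replicate activation score at least 90 and every replicate individually at or above 90; inconclusive = only one of the two criteria met; inactive = neither criterion met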;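 also: higher luciferase means less miR-122 activity so hits act as miR-122 inhibitors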
# INS-1E GSIS act: GLuc luminescence reporter in INS-1E cells, primary screen for activators of glucose-dependent secretion of insulin; INS-1E GLuc reporter insulin secretion, 2-3 h; activation, % at 16.6 µM; actives 0.61% (n = 370,000); AID 743287;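 active = lowest replicate activation of at least 40%, so every replicate reaches that level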;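 also: 0% = median of neutral control wells and 100% = median of IBMX positive control wells; some compounds called inactive have numbers as strong as hits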
# F508del corr: CFTR F508del correction in bronchial cells | actives 0.36% (n = 350,000) | activity (quench increase), % at 7.58 µM | CFBE cells, YFP halide quenching; stimulated with forskolin plus potentiator P3; % fluorescence drop versus neutral controls | AID 720511;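 active = mean added fluorescence quench of at least 8% versus neutral control, with both replicates also reaching 8%; inconclusive = only one of the mean or replicate conditions met; inactive = mean below 8% and not both replicates reaching 8%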;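 also: cells transiently co-express mutant CFTR-F508del with the halide-sensitive YFP; corrector assay measuring rescue of mutant channel to the surface after 24 h compound exposure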
# Statin myotox sup: protects C2C12 myotubes from simvastatin toxicity. ATP luminescence, 48 h; scaled: DMSO 0, geranylgeraniol control 100. rescue of ATP level, % at 7.49 µM. actives 0.78% (n = 330,000). AID 602340;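 active = mean ATP rescue above about 67%, or every replicate alone reaching that limit, limit read from the data, passing the limit was not always enough; inconclusive = no clear call, values can overlap the other calls; inactive = mean under the limit and some replicate under it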;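 also: myotubes were challenged with 10 µM simvastatin during compound exposure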
# * hit, by the source's call; ? = inconclusive; / = not tested or not shown; [ ] = another dose, or the depositor's remark.
# Start of the listing, in advance, 3 compounds:
SMILES,Cneo AK release,PGC1a acetyl inh,FN deposition inh,PglD inh,miR122 inh,INS-1E GSIS act,F508del corr,Statin myotox sup
CC=Cc1ccc2n(c1=O)C[C@H]1[C@H](CO)[C@@H](C(=O)NCC(F)(F)F)N(C(=O)c3cccnc3)[C@@H]21 (mixture of isomers),-0.4,/,-13.4,1.7,/,9.2,/,-10.8
O=C(COc1ccc(Cl)cc1)N1CCN(C(=O)c2cccc(F)c2)CC1,1.8,0.3,0.0,1.6,-5.2,/,/,5.4
O=C(N/N=C/c1ccc(O)cc1O)/C(=C/c1ccccc1)CCO,3.0,/,4.4,-0.7,/,3.2,/,/

# The list itself (from the top)
SMILES,Cneo AK release,PGC1a acetyl inh,FN deposition inh,PglD inh,miR122 inh,INS-1E GSIS act,F508del corr,Statin myotox sup
CC=Cc1ccc2n(c1=O)C[C@H]1[C@H](CO)[C@@H](C(=O)NCC(F)(F)F)N(C(=O)c3cccnc3)[C@@H]21 (mixture of isomers),-0.4,/,-13.4,1.7,/,9.2,/,-10.8
O=C(COc1ccc(Cl)cc1)N1CCN(C(=O)c2cccc(F)c2)CC1,1.8,0.3,0.0,1.6,-5.2,/,/,5.4
O=C(N/N=C/c1ccc(O)cc1O)/C(=C/c1ccccc1)CCO,3.0,/,4.4,-0.7,/,3.2,/,/
COc1ccc(S(=O)(=O)N2CCCCC2)cc1NC(=O)C1CCCC1,3.6,6.5,9.4,-1.2,3.5,52.4*,-1.1,-6.1
O=C(Nc1ccc(F)cc1F)c1cc(-c2ccc3c(c2)OCO3)on1,2.1,/,-9.6,-0.8,/,5.1,-0.4,20.4
CC1C=NC(S(=O)(=O)N2CC[C@@H]3[C@@H](CO)N(C)c4ccc(-c5cccc(F)c5)cc4[C@@H]32)=N1 (stereo partly specified),-3.1,-15.0,-17.1,-1.2,15.0[16.7 µM],-10.5,-0.6,-0.9
Cc1nn(CC(=O)N2CCCC2)c(=O)c2cc3cc(F)ccc3n12,2.0,-8.3,6.0,4.0,2.5,19.9,-1.0,-4.7
CO[C@@H]1CN(C)C(=O)c2ccc(NS(=O)(=O)c3ccccc3C)cc2OC[C@H](C)N(S(C)(=O)=O)C[C@H]1C,-2.5,9.5,-3.0,0.2,5.6[16.7 µM],5.6,-2.9,-7.7
CC(=O)N(C)c1ccc(N=Cc2cc3c(cc2[N+](=O)[O-])OCO3)cc1,/,8.0,5.1,/,/,-7.6,1.1,/
CSc1n[nH]c(=S)n1N,5.2,11.8,3.4,1.5,-6.4,27.3,-2.7,1.8
COc1ccccc1C(=O)Nc1ccc(-c2nnn(CC(=O)N3CCN(C(=O)c4ccco4)CC3)n2)cc1,/,-5.5,-2.7,/,/,-3.2,-3.3,/
CS(=O)(=O)N1CCCC(C(=O)Nc2ccc(Br)cc2F)C1 (stereo unspecified),1.9,-11.3,/,-3.6,1.4,13.1,-0.1,4.4
CCOC(=O)c1[nH]nc(-c2cc(CC)c(O)cc2O)c1-c1cscn1,-14.2,-15.4,/,0.6,-7.1,1.3,-1.9,/
Cc1ccc(NS(=O)(=O)c2ccc(-n3cccn3)cc2)nc1,-6.6,11.5,-3.8,-3.2,17.7,-2.3,0.0,-0.4
Cc1cccc(C)c1NC(=O)C(c1ccccc1)N1CC(=O)Nc2ccccc21 (stereo unspecified),0.1,-5.3,2.5,2.7,-5.6,-4.9,1.7,2.7
O=S(=O)(c1ccc2ccccc2c1)n1cnc2ccccc21,-0.4,-4.3,/,-2.5,12.5,/,/,-9.4
CC1CCCCN1C(=O)CSc1nnc2ccccn12 (stereo unspecified),1.0,8.4,5.4,-0.2,-1.3,/,-2.2,-10.4
Cn1nccc1-c1ccc(C(=O)NCc2ccc(Cl)cc2)c2occc12,1.4,-0.6,/,3.7,2.1,/,/,-2.3
CCOC(=O)C1=CN(CC)S(=O)(=O)NC1CCc1ccccc1 (stereo unspecified),3.6,/,-4.5,-3.9,/,-11.0,-3.7,8.8
O=S(=O)(NCc1cccs1)c1cccc(S(=O)(=O)N2CCCCC2)c1,-0.9,1.7,/,-1.6,?,/,/,14.8
O=C(NCSc1ccnc(SCNC(=O)c2ccc(F)cc2)n1)c1ccc(F)cc1,-5.5,/,-11.0,4.4,-0.4,/,/,/
CC(=O)N1CCc2cc(S(=O)(=O)NCCC(=O)Nc3cccc(C)c3)ccc21,0.3,-2.1,/,-3.4,1.9,/,/,-1.4
CCn1c(SCC(=O)Nc2cccc(OC)c2)nnc1-c1ccc(Cl)cc1,3.2,-8.1,/,-1.4,-4.2,/,/,8.6
COc1cccc(C(=O)Oc2ccc3c(C)cc(=O)oc3c2C(C)=O)c1,-2.4,1.4,-1.5,1.0,-2.7,6.5,/,2.0
NC(=O)c1ccsc1NC(=O)C1CC1,-2.1,2.1,-8.8,-2.7,-1.1,11.7,-2.2,-1.4
CC(C)c1ccc(OCC(=O)N2CCCCCC2)c(Br)c1,/,4.9,-11.1,/,2.8,-11.4,/,-19.0
C[C@H](CO)N1C[C@H](C)[C@H](CN(C)C(=O)NC2CCCC2)Oc2ncc(-c3ccncc3)cc2C1=O,/,1.5,1.2,/,/,17.0,-3.7,-2.2
C[C@@H]1CN([C@H](C)CO)C(=O)c2cc(NC(=O)Nc3ccc(C(F)(F)F)cc3)ccc2O[C@@H](C)CCCCO[C@@H]1CN(C)S(=O)(=O)c1cn(C)cn1,-2.8,-0.8,/,-1.5,1.6[16.7 µM],0.0,4.0,-55.4
CCn1c(SCC(=O)Nc2cc(C)on2)nnc1-c1cccnc1,/,0.6,/,/,-4.9,/,0.6,-21.1
CNC(=O)C1(CC(C)C)C=CCN1C(C)=O (stereo unspecified),-1.4,5.6,-16.9,4.6,-5.2,-3.8,-3.4,5.7
Cc1ccccc1OCC(=O)NCCCNC(=O)c1cccnc1,1.8,/,4.3,-0.7,-3.9,9.0,0.0,3.2
Cc1ccc2c(c1)C1NC(=S)NC(C)(O2)C1C(=O)Nc1ccc(Cl)cc1 (stereo unspecified),-1.2,/,/,-3.8,7.0,-30.0,/,8.8
COc1ccc(Cl)cc1NC(=O)C(C)Sc1n[nH]c(N)n1 (stereo unspecified),1.4,-4.6,/,-2.1,-4.3,/,/,-4.5
Cc1noc(C)c1S(=O)(=O)Nc1ccc2c(c1)C(=O)N([C@H](C)CO)C[C@@H](C)[C@@H](CN(C)S(=O)(=O)c1cn(C)cn1)O2,-2.4,6.1,-0.5,-0.6,-2.2[16.7 µM],5.5,1.0,1.1
COc1ccc(-c2cc(C(=O)N3CCOCC3)c3ccccc3n2)cc1OC,-0.4,-6.7,10.7,2.9,1.0,12.1,0.6,-11.5
Cc1cccc(NC(=O)c2ccccc2SCc2ccc(F)cc2)n1,0.1,/,0.0,-2.9,12.7,0.3,-1.4,4.9
COc1ccc(C2C3C(=O)N(N(C)c4ncc(C(F)(F)F)cc4Cl)C(=O)C3ON2C)cc1 (stereo unspecified),-1.2,/,10.5,6.6,-19.9,-3.3,0.2,-6.8
COCCn1nnnc1CN1CCSCC1,0.8,/,0.8,0.8,0.3,3.7,-3.1,-5.1
O=C(NC(Cc1ccccc1)C(=O)NC1CC1)OCc1ccccc1 (stereo unspecified),1.1,-2.1,4.6,6.2,1.2,5.0,-2.0,7.6
CC1C(=O)N2CCCc3cc(NC(=O)COc4ccccc4)cc1c32 (stereo unspecified),1.8,/,-4.9,-2.7,/,-4.2,-2.2,/

# Three compounds picked at random from those above, as already listed:
SMILES,Cneo AK release,PGC1a acetyl inh,FN deposition inh,PglD inh,miR122 inh,INS-1E GSIS act,F508del corr,Statin myotox sup
COc1ccc(Cl)cc1NC(=O)C(C)Sc1n[nH]c(N)n1 (stereo unspecified),1.4,-4.6,/,-2.1,-4.3,/,/,-4.5
Cc1ccc2c(c1)C1NC(=S)NC(C)(O2)C1C(=O)Nc1ccc(Cl)cc1 (stereo unspecified),-1.2,/,/,-3.8,7.0,-30.0,/,8.8
Cc1cccc(C)c1NC(=O)C(c1ccccc1)N1CC(=O)Nc2ccccc21 (stereo unspecified),0.1,-5.3,2.5,2.7,-5.6,-4.9,1.7,2.7

# (list continues)
SMILES,Cneo AK release,PGC1a acetyl inh,FN deposition inh,PglD inh,miR122 inh,INS-1E GSIS act,F508del corr,Statin myotox sup
CCCNC(=O)N1C[C@@H](O)COC[C@H]2O[C@H](CC(=O)N[C@H]3CCN(Cc4ccccc4)C3)CC[C@@H]21,63.7,-4.8,-4.4,4.1,-2.4[16.7 µM],6.9,-2.2,-18.5
C[C@H]1CN([C@@H](C)CO)C(=O)c2cc(-c3cccc(F)c3)cnc2O[C@@H]1CN(C)C(=O)Nc1cc(F)ccc1F,-2.3,1.2,-0.1,-0.1,5.7[16.7 µM],-14.3,1.3,5.9
CCCC1(C(=O)OC)NC(c2cc(OC)c(OC)c(OC)c2)C2C(=O)N(CC)C(=O)C21 (stereo unspecified),1.7,1.2,-5.0,1.5,-10.6,/,/,4.9
Cc1cccc(NCc2cccc3ccccc23)n1,4.0,2.6,-5.6,6.5,-1.0,-11.2,1.0,-6.8
COC(=O)c1ccc(OCC2c3cc(OC)c(OC)cc3CCN2C(=O)c2ccco2)cc1 (stereo unspecified),/,-1.7,/,/,3.0,2.4,5.4,19.4
CS(=O)(=O)Nc1cccc2cccnc12,-0.1,27.6,/,7.4,5.5,/,/,/
CCNC(=O)C[C@@H]1CC[C@@H]2[C@H](COC[C@H](O)CN2C(=O)CC)O1,1.1,-5.4,-4.4,-2.8,1.7[16.7 µM],5.8,-2.0,-18.5
O=C(Nc1ccccc1F)N1CC(=O)N2[C@H](CO)[C@H](c3ccc(C#CC4CCCC4)cc3)[C@H]2C1,/,1.5,-6.0,/,/,-11.2,1.2,/
COc1ccccc1N(CC(=O)N/N=C/c1ccc(C(=O)O)cc1)S(=O)(=O)c1ccc(C)cc1,1.2,-7.3,1.6,-3.4,-3.7,-7.7,2.2,-2.4
COc1ccc2c(c1)C=C([C@@H]1C[C@H]3CN(c4ccccc4)C(=O)[C@]34CCCN14)CO2,1.3,-12.2,0.8,-0.4,0.7,-18.1,6.0,-7.0
CCOc1ccccc1C(=O)N1CCCCC1C (stereo unspecified),-3.9,-1.7,1.7,-3.8,-1.1,/,/,11.6
CC1C(=O)N(Cc2cn(CCC3OCCCO3)nn2)CCS(=O)(=O)N1Cc1ccc(-c2ccc(F)cc2)cc1 (stereo unspecified),0.4,/,-6.3,-3.2,-2.7,-12.3,-1.0,-4.7
CCN(CC)CC(=O)Nc1nc(-c2ccc(Cl)cc2)cs1,1.4,1.4,/,7.7,0.1,/,/,-29.2
Cc1ccccc1S(=O)(=O)N1CCCCN2[C@H](CO)[C@@H](c3ccc(C#CCN(C)C)cc3)[C@H]2C1,4.4,-8.3,-11.6,4.6,-2.4[16.7 µM],13.1,-6.7,-35.3
O=C(Cc1ccccc1F)Nc1nc(-c2cccs2)cs1,-0.6,-30.9,-6.9,4.8,-0.4,/,/,/
